APP 5'UTR act: activates APP 5'UTR luciferase reporter. AID 1276. activation, % at 2 µM. SH-SY5Y APP 5'UTR luciferase reporter, luminescence; zero percent = DMSO vehicle wells. 1% of 190,000 active;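 active means activation above a set limit, based on mean plus 3 SD of controls, cut at about 140% in these data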; further: values of inactives mirror those of a sister screen read the other way
STAT1 activator: activators of IFN-gamma induced STAT1 signaling | NIH 3T3 STAT1-luciferase reporter, luminescence; 100% = IFN-gamma alone, no compound | activation (% of control), % at 5.5 µM | 2.6% of 200,000 active | AID 932;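 active means activation above the screen-wide mean activation plus 3 SD, cut at about 130% in these data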;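 further: raw ratio to IFN-gamma control signal so 100% means no change and 0% no light; values of inactives mirror those of a sister screen read the other way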
Efa HMGR inh: E. faecalis class II HMG-CoA reductase inhibition | inhibition, % at 10 µM | purified E. faecalis HMGR, NADPH absorbance 340 nm kinetic | 0.41% of 190,000 active;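 active means inhibition above a set limit, the median over all tested compounds plus 3 SD, cut at about 9.5% in these data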;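 further: enzyme runs in reverse so mevalonate oxidation gives rising NADPH absorbance; 0% = complete reaction with DMSO and 100% = background rate lacking mevalonate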
NF-kB neuron act: NF-kB expression increase, human neuronal cells | NF-kB reporter expression; active compounds read high | fold change at 12.5 µM | 1.6% of 190,000 active; in the data active means fold change above about 3.3
FLuc inh counter: counter-screen for luciferase assay inhibitors: firefly luciferase inhibition | P08659 | ATPLite firefly luciferase biochemical luminescence, 10 min | inhibition, % at 10 µM | 1.5% of 200,000 active;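 active means inhibition above about 50% when tested at 10 µM, limit read from the data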
Target sequence (P08659 whole entry, looked up): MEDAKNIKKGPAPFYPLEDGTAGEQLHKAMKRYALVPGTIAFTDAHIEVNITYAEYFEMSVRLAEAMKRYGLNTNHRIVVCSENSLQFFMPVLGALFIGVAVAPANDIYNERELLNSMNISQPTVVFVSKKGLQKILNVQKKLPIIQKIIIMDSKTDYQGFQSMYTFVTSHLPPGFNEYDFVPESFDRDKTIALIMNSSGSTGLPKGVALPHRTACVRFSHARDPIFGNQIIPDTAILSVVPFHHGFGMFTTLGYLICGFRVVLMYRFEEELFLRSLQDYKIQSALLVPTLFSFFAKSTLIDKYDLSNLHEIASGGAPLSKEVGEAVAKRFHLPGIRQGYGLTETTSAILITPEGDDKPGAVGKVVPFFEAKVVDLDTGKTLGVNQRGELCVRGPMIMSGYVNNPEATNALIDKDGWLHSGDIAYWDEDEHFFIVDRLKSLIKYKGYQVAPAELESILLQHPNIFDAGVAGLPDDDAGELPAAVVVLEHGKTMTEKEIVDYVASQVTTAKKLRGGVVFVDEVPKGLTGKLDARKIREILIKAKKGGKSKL
Hsp70 act: Hsp70 transcriptional activation, primary screen. HeLa Hsp70 promoter luciferase reporter, luminescence; scaled: vehicle 0, proteasome-inhibitor control 100%. 0.04% of 200,000 active. activation, % at 10 µM;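 active means activation above the mean across all tested compounds plus 3 SD, cutoff set per campaign, cut at about 5.5% in these data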;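 further: 100% = MG132 at 30 µM as the positive control and 0% = DMSO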
Redox H2O2 prof: compounds producing H2O2 with reducing agent – biochemical, NIH compound library profiling, artefact control for MLSCN library redox annotation, primary screen. DTT-dependent redox cycling H2O2, phenol red/HRP absorbance; 100% = 100 µM peroxide control, 0% = buffer. 0.03% of 200,000 active. activation, % at 10 µM. AID 878;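 active means activation of at least 50% relative to the plate's high and low controls in the primary single-dose screen; inactive means activation below 50%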;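 further: compound incubated with DTT at 0.8 mM final as the reducing agent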
G6PDH counter: inhibits Leuconostoc G6PDH, flagging false hits in G6PDH-based assays; AID 1020; Purified L. mesenteroides G6PDH, diaphorase/resazurin coupled fluorescence, 45 min; inhibition, % at 5 µM; 0.12% of 200,000 active; in the data active means inhibition above about 50%
APP transl inh: APP translation inhibition; 0.82% of 190,000 active; inhibition, % at 2 µM; SH-SY5Y APP 5'UTR-luciferase reporter, luminescence; AID 1285;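 active means inhibition above a set limit, derived from the sample mean plus 3 SD, cut at about 45% in these data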; further: values of inactives mirror those of a sister screen read the other way
FLuc stim CS: affects firefly luciferase, flagging false hits in luciferase stimulation screens; ATPlite luciferase biochemical, luminescence, 10 min; 0 = ATP-free wells, 1 = DMSO control; AID 1027; P08659; 200,000 tested, under 10 active; activation factor at 10 µM;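 active means luciferase activation factor, scaled between plate controls, of at least 2 with compound at 10 µM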
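System: cell-free luciferase reagent; medium: PBS as buffer for the ATP substrate; doses: test compounds dosed from 2 mM stocks in 100% DMSO; incubation: 10 min, room temperature; measured by: luminescence from luciferase reaction; read-out: luciferase activation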
The depositor's hits bear a star; nt = not tested or not shown.

Below each SMILES: STAT1 activator, APP 5'UTR act, NF-kB neuron act, APP transl inh, FLuc stim CS, G6PDH counter, Hsp70 act, FLuc inh counter, Redox H2O2 prof, Efa HMGR inh
Nc1nonc1NC(=O)CSc1nc2ccccc2s1
  93, -1, 0.95, 1, 1.1, 2, -0.1, -7, -0.2, -8
Nc1nc(NC(=O)c2cccs2)nn1-c1ccccc1
  122, 42, 1.8, -42, 0.8, 4, 0.1, 19, 0.7, -5
Cc1ccnc2nc(C(=O)Nc3nnc(-c4ccccc4)o3)nn12
  124, 2, 1.9, -2, 1, 5, 0.6, -2, 0.0, -3
O=C(O)c1cccc(Cn2c(Cl)c(/C=N/Nc3ccccc3)sc2=O)c1
  92, 7, 0.94, -7, 1, 5, -0.1, 1, -0.6, -2
COc1ccc(N(CC(=O)NCc2ccccc2)S(=O)(=O)c2c(C)nn(C)c2C)cc1
  99, 2, 1.4, -2, 1.1, -13, 0.1, -6, -0.4, -4
CCn1cc(C(=O)OCC(=O)c2cc(C)n(-c3ccccc3)c2C)c(=O)c2ccc(C)nc21
  103, 11, 1, -11, 1, -20, -0.3, 0, -0.3, 1
Cc1cc(NCCCN(C)C)n2nc(-c3cccs3)cc2n1
  106, 1, 1.4, -1, 1, 5, 0.8, 0, 1.1, -3
Cc1cc(C)nc(Nc2ncc(O)n2-c2ccc(C)c(Cl)c2)n1
  92, -11, 1.1, 11, 1, -27, 0.1, -4, -0.1, -2
O=C(NCc1ccc(F)cc1)C(=O)NCC1OCCN1C(=O)c1ccc(Cl)cc1 (centres undefined)
  99, -9, 1.3, 9, 1.1, 14, -0.1, -13, -0.5, 2
COc1ccc(C2=CC(c3cccc(OC)c3)n3nnnc3N2)cc1 (centres undefined)
  104, -2, 1.1, 2, 1, -8, -0.4, -3, 0.6, -1

Next results follow:
Below each SMILES: STAT1 activator, APP 5'UTR act, NF-kB neuron act, APP transl inh, FLuc stim CS, G6PDH counter, Hsp70 act, FLuc inh counter, Redox H2O2 prof, Efa HMGR inh
O=C(CSc1nnc(-c2ccccc2Br)o1)N1CCc2ccccc2C1
  107, 31, 1.1, -32, 1.1, 2, -0.2, -10, -2.8, -3
COC(=O)c1ccc(/C=N/OCC(=O)Nc2cc(F)ccc2F)cc1
  106, -4, 0.99, 4, 1, 2, 0.1, 0, 0.1, -7
CCC(=O)c1ccc(OCc2ccc(C(=O)OC)cc2)c(OC)c1
  98, -3, 1.2, 3, 1.1, -2, -0.4, -8, 0.7, -2
COc1ccc(C(=O)/C(=C/O)N=Nc2ccc(F)cc2)cc1
  114, -19, 0.99, 19, 1, 3, 0.2, 3, -0.4, 0
Cc1ccnc(SCCn2c(N3CCOCC3)nc3c2c(=O)n(C)c(=O)n3C)n1
  96, -2, nt, 2, nt, nt, -0.1, nt, -0.3, nt
CCCN(CCC)S(=O)(=O)c1ccc(C(=O)NCc2ccc3c(c2)OCO3)cc1
  93, 0, 0.99, 0, 1.1, 2, -0.3, -8, -0.8, 1
CCn1c(SCC(=O)c2cc(C)n(C)c2C)nnc1-c1ccccc1
  95, 9, 0.99, -9, 1, -5, 0.0, -3, 0.2, -5
COc1ccc(OCC(=O)Nc2ccc(S(=O)(=O)N3CCCCCC3)cc2)cc1
  100, -16, 0.87, 16, 1.1, 5, -0.5, -5, 3.4, 0
COc1cccc(/C=N/NC(N)=S)c1OCc1ccccc1Cl
  94, -20, 1, 20, 1, -4, -0.4, -1, 0.0, 2
Cc1ccc(NC(=O)CCNC(=O)c2ccc([N+](=O)[O-])cc2)cc1S(=O)(=O)N(C)C
  95, 2, 1.1, -2, 1, -6, 0.3, 0, 0.5, -4

(continued)
Below each SMILES: STAT1 activator, APP 5'UTR act, NF-kB neuron act, APP transl inh, FLuc stim CS, G6PDH counter, Hsp70 act, FLuc inh counter, Redox H2O2 prof, Efa HMGR inh
N=C1SCC(=O)N1/N=C/c1ccccc1
  114, 3, 1.3, -2, 0.9, 7, 0.0, 13, 0.0, 2
Cc1ccc(-c2ccc(/C=N/N3C(=O)C4C5C=CC(CC5)C4C3=O)o2)c([N+](=O)[O-])c1 (centres undefined)
  102, 3, 0.95, -3, 1, 3, 0.1, 1, 0.7, 1
O=C(c1ccccc1)N1CCC(=O)N1c1ccccc1
  99, -1, 1.1, 1, 1, -5, 0.1, -5, -0.3, -1
O=C(c1ccccc1)c1cnc(Nc2ccccc2Cl)s1
  162*, 174*, 7.3*, -174, 0.4, 3, 0.2, 62*, -8.3, 2
CC1(C)OCC(COC(=O)Nc2cccnc2)([N+](=O)[O-])CO1
  102, 11, 1.4, -11, 1, 4, -0.2, -4, 0.1, -3
COc1ccc(-c2csc(Nc3ccc(S(=O)(=O)Nc4cc(C)on4)cc3)n2)cc1
  102, -19, 1.1, 19, 1.1, 0, -0.1, -5, -1.6, -7
O=C(CCCN1C(=O)c2cccnc2C1=O)Nc1ccc(Br)cc1
  98, 6, 1.2, -6, 1, 7, -0.3, -3, -2.7, 2
COc1ccc(Br)c(C(=O)N2CCN(S(=O)(=O)/C=C/c3ccccc3)CC2)c1
  100, 2, 0.94, -2, 1.1, 3, 0.3, -10, -1.1, -8
Cc1ccc2cc(CN(CC3CCCO3)C(=S)NCc3ccco3)c(=O)[nH]c2c1 (centres undefined)
  85, -13, 0.88, 13, 1, 16, 0.1, -4, -0.5, -1
Cc1ccc(NC(=O)C(=O)NN=C2CCCC2)cc1C
  103, 0, 1.8, 0, 1, 13, -0.2, 0, -1.1, -4

Carrying on.
Below each SMILES: STAT1 activator, APP 5'UTR act, NF-kB neuron act, APP transl inh, FLuc stim CS, G6PDH counter, Hsp70 act, FLuc inh counter, Redox H2O2 prof, Efa HMGR inh
Cc1cc(C)c(C)c(/C=C(/C#N)C(N)=S)c1C
  99, nt, 1.2, nt, 1.1, 4, -0.4, -5, 3.2, 1
Cc1ccc(OCCCn2c(=O)sc3ccccc32)cc1
  104, -4, 1.6, 4, 1, -1, 0.2, 5, 1.7, 0
O=C(NCc1ccccc1)C(=O)NCC1OCCN1S(=O)(=O)c1ccc([N+](=O)[O-])cc1 (centres undefined)
  94, 3, 0.89, -4, 1, 9, 0.1, 0, 0.3, -4
CC(C)[C@H](NC(=O)c1ccco1)C(=O)NC12CC3CC(CC(C3)C1)C2
  90, 0, 0.98, 0, 1, 4, 0.1, -4, -0.5, -2
COc1ccccc1NC(=O)c1ccc(NC(=O)CN2C(=O)CN(C)C2=O)cc1
  97, 14, 0.82, -14, 1.1, 4, -0.1, -7, -1.7, -3
CC(=O)NNC(=O)c1cc2c3ccccc3n(C)c2s1
  100, -8, 1, 8, 1.1, 18, 0.5, -7, 0.1, 7
CC(=O)NC1(c2ccccc2)CCN(Cc2nnnn2C(C)(C)C)CC1
  96, 17, 1.2, -17, 1, 0, -0.5, -1, -0.9, -5
CCN1CCN(Cc2c(C)[nH]c3ccc(OC)cc3c2=O)CC1
  100, -18, 1, 18, 1, -8, -0.3, 1, -0.2, -2
COc1ccc(C(=O)NCC(C)(C)SCc2c(C)cc(C)cc2C)cc1
  93, -6, 0.81, 6, 1, 5, -0.5, -5, 2.1, -1
COC(=O)c1cccc(NC(=O)CSc2nnc(COc3ccc(C#N)cc3)n2-c2ccccc2)c1
  93, 20, 0.76, -20, 1, -55, 0.1, -3, 2.9, 1

Next records
Below each SMILES: STAT1 activator, APP 5'UTR act, NF-kB neuron act, APP transl inh, FLuc stim CS, G6PDH counter, Hsp70 act, FLuc inh counter, Redox H2O2 prof, Efa HMGR inh
COC(OC)c1ccnc(-c2ccc(OC(C)=O)cc2)n1
  108, -2, 1.4, 2, 0.8, -3, -0.1, 21, 0.0, 1
O=C(Cc1csc(NC(=O)c2ccccc2)n1)NO
  78, 12, 1.5, -12, 1, 7, -0.2, -2, -1.1, -10
C=CCn1nnnc1-c1cc(Cl)cc(Cl)c1
  107, 14, 1.1, -14, 1.1, 8, 0.4, -7, -0.9, -1
Cn1c(C(=O)NCCCN2CCOCC2)cc2c(=O)n(C)c3ccccc3c21
  106, -3, 1.1, 4, 1, 1, -0.1, -4, -0.7, -1
Fc1ccc(Nc2ccc3ccccc3n2)c(F)c1
  58, 200*, 11*, -200, 0.3, 2, -0.3, 70*, -1.4, -5
COc1ccc2c(c1)[nH]c1c(=O)n(Cc3ccco3)cnc12
  108, 23, 1.9, -23, 0.9, 4, 0.5, 11, -4.2, 1
COCCN(C(=O)CCc1ccc(OC)cc1)c1nnc(-c2ccncc2)s1
  97, -2, 0.99, 2, 1, -5, -0.3, 2, 0.9, -4
CCOC(=O)c1sc(NC(C)=O)c(C(=O)OCC)c1C
  91, -10, 1.2, 10, 1, 2, -0.2, -3, -0.3, -2
Cc1cccc(OCC(=O)N/N=C/CC(C)c2ccccc2)c1C (centres undefined)
  103, 7, 1.1, -7, 1.1, 9, -0.2, -5, -0.4, 2
CSc1nc(N2CCOCC2)c2sccc2n1
  84, -7, 1.2, 7, 1, 17, -0.3, -3, -0.2, -4

Rewritten as tab-separated lines: 2 of the compounds above
structure	STAT1 activator	APP 5'UTR act	NF-kB neuron act	APP transl inh	FLuc stim CS	G6PDH counter	Hsp70 act	FLuc inh counter	Redox H2O2 prof	Efa HMGR inh
COC(OC)c1ccnc(-c2ccc(OC(C)=O)cc2)n1	108	-2	1.4	2	0.8	-3	-0.1	21	0.0	1
O=C(Cc1csc(NC(=O)c2ccccc2)n1)NO	78	12	1.5	-12	1	7	-0.2	-2	-1.1	-10

(continued)
Below each SMILES: STAT1 activator, APP 5'UTR act, NF-kB neuron act, APP transl inh, FLuc stim CS, G6PDH counter, Hsp70 act, FLuc inh counter, Redox H2O2 prof, Efa HMGR inh
CCOC(=O)c1ccc(N2CCN(c3ccccc3F)CC2)c(NC(=O)Nc2ccccc2)c1
  95, 0, 0.87, 0, 1, -6, 0.0, -5, 2.6, -6
COCCN1C(=O)c2ccccc2C(C(=O)NCCN(C)C)C1c1ccc(F)cc1 (centres undefined)
  97, 1, 0.95, -1, 1, 9, 0.1, -4, -0.2, -2
O=C(Cc1cccs1)Nn1c(Cc2cccs2)nc2ccccc2c1=O
  90, 6, 0.93, -6, 1.1, 1, -0.4, -7, 0.3, -6
O=C1C2C3C=CC(C3)C2C(=O)N1CCCCCCN1C(=O)C2C3C=CC(C3)C2C1=O (centres undefined)
  99, -12, 1.1, 12, 1, 19, -0.2, 2, 0.3, -6
Cc1ccc(SCC(=O)Nc2ccc(S(=O)(=O)Nc3ncccn3)cc2)cc1
  109, -2, nt, 2, 1.1, 16, -0.2, -8, -1.4, -5
Cc1ccc(NC(=O)c2nc[nH]c2C(=O)N2CCCCC2)c(C(=O)c2ccccc2)c1
  95, 20, 0.86, -20, 1.1, 5, 0.4, -7, 1.0, -2
CNC(=O)CN(c1cc(OCCOC)c(Cl)cc1Cl)S(=O)(=O)c1ccccc1
  99, 5, 1, -6, 1, 4, -0.1, -2, -0.2, 3

Outcome played no part in choosing rows; about 5.3% have a hit in one of these screens.
